UHRF1 MBD2 ctr: UHRF1 methyl-DNA binding inhibition; UHRF1 binding to methylated oligo, TR-FRET; inhibition, % at 4.4 µM; 370,000 compounds, 0.75% hits; in the data active = inhibition above about 21%;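 note: UHRF1 SRA domain binding a hemimethylated CpG hairpin DNA probe; 0% = median of test compound wells and 100% = reference inhibitor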
PLC-beta3 inh: PLC-beta3 (human) inhibition, primary screen; Q01970; 370,000 compounds, 0.18% hits; Purified PLC-beta3, fluorogenic substrate, fluorescence; AID 720704; inhibition, % at 12.2 µM; in the data active = inhibition above about 11%;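 note: 0% = median of compound wells on plate and 100% = full blocker control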
ASAP1 GAP inh: inhibitors of human ASAP1 ArfGAP activity. Q9ULH1. ASAP1-stimulated ARF1 GTP hydrolysis, GDP FP detection. inhibition, % at 16.5 µM. 360,000 compounds, 0.19% hits. AID 624377; in the data active = inhibition above about 25%;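 note: 0% = vehicle with enzyme and substrate and 100% = no enzyme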
Rev-erbA mod: modulates human Rev-erb alpha binding to DNA; P20393; Rev-erbα–FITC-DNA binding, fluorescence polarization, 90 min; activity, % at 10 µM; 370,000 compounds, 0.79% hits;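 active = activity above about 14%, limit read from the data; passing the limit was not always enough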;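 note: 0% = DMSO wells with 35 nM protein and 100% = DMSO wells with 750 nM protein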
Target sequence (P20393 whole entry, looked up): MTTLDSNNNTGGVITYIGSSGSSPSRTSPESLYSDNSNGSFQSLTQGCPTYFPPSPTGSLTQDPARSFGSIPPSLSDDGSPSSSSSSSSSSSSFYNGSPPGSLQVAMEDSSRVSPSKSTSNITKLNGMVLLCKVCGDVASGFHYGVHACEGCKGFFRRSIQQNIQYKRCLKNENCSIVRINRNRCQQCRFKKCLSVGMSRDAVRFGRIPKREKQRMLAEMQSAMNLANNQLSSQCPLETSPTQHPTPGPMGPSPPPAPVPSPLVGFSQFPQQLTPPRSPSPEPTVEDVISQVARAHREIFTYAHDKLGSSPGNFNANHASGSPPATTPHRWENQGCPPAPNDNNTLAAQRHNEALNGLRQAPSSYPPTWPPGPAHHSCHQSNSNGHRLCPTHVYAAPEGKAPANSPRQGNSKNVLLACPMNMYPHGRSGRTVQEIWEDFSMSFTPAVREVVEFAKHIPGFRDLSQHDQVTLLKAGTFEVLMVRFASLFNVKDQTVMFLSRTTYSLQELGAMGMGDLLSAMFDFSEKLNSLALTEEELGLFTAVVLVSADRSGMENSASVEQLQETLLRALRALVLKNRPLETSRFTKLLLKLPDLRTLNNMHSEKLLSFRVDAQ
PLC-gamma1 inh: PLC-gamma1 (human) inhibition, primary screen; 370,000 compounds, 0.84% hits; inhibition, % at 12.2 µM; purified PLC-gamma1, fluorogenic substrate, fluorescence; AID 720700; in the data active = inhibition above about 9.5%
Tn7 DDE FP: inhibitors of Tn7 peptide binding to human fibrin DD(E); FP displacement of FITC-Tn7 peptide from fibrin DD(E); 0% = median of compound wells per plate; inhibition, % at 8.3 µM; P02675; AID 720508; 370,000 compounds, 0.13% hits;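 active = inhibition above the mean of compounds falling within the control limits plus 3 SD of them, cut at about 14% in these data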;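 note: 0% = plate median of compound wells and 100% = 10 µM Aha-Tn7 peptide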
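Assay system: human fibrin DD(E) protein / Input: 2 µM fibrin DD(E) / Benchmarks: high control of 10 µM Aha-Tn7 peptide / Measured by: fluorescence polarization of the labelled Tn7 tracer / Medium: Tris buffer with calcium and detergent, pH 7.8 / Timing: 10 min compound pre-incubation, 3 h probe incubation at room temperature / Repeats: one replicate per compound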
proKLK7 act: activators of human kallikrein-7 zymogen; purified proKLK7, EDANS-DABCYL substrate fluorescence; 100% is mature enzyme control, 0% vehicle; activation, % at 7 µM; 370,000 compounds, 0.9% hits; AID 652039;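 active = activation above the mean of all tested compounds plus 3 SD, computed per campaign excluding outliers beyond control limits, cut at about 13% in these data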
Target sequence (P49862 whole entry, looked up): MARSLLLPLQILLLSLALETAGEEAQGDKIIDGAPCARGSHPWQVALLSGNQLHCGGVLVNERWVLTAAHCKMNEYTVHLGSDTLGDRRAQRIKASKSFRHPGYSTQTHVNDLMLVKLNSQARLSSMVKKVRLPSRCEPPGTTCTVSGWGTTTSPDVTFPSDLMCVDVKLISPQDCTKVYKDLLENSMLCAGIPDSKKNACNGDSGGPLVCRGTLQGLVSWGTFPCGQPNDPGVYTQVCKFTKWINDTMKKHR
sPLA2-III inh: Blocks human group III sPLA2 activity; 370,000 compounds, 0.56% hits; Q9NZ20; AID 743126; inhibition, % at 12.2 µM; QFRET BODIPY PC-A2 liposome hydrolysis, fluorescence;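 active = inhibition above mean plus 3 SD of compounds lying within the high and low control bounds, cut at about 19% in these data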;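 note: 0% = median of test compound wells and 100% = no enzyme DMSO wells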
ARFGAP1 inhibitor: inhibits rat ARF GTPase activating protein 1. Q62848. AID 651572. Arfgap1-stimulated ARF1 GTP hydrolysis, GDP FP detection. 360,000 compounds, 0.26% hits. inhibition, % at 16.5 µM;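 active = inhibition above a per-plate limit, mean inhibition of low control wells plus 3 SD, cut at about 25% in these data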;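 note: 0% = DMSO wells with enzyme and 100% = wells lacking Arfgap1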
Target sequence (Q62848 1-136 limits assumed): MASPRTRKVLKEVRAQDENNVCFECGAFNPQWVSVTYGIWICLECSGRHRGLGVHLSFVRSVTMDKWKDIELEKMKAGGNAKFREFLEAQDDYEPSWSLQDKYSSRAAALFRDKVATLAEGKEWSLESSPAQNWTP
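Material: rat Arfgap1 catalytic domain, aa 1-136; also added: human ARF1(Δ1-17)-GTP substrate; compound dosing: one concentration, 16.5 µM, DMSO 1.26%; incubation: GTP hydrolysis reaction 2 h at 25 °C; measured by: Tracer-displacement fluorescence polarization with EDTA stop, 620/688 nm; evaluation: % inhibition from polarization; repeats: one replicate per compound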
Tn6 DDE FP: inhibitors of Tn6 peptide binding to human fibrin DD(E) | AID 720509 | inhibition, % at 8.3 µM | Fibrin DD(E) TRITC-Tn6 fluorescence polarization displacement | 370,000 compounds, 0.21% hits;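 active = inhibition above a per-campaign cutoff: mean of compounds within control limits plus 3 SD, cut at about 15% in these data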;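 note: 0% = median of all compound wells on the plate and 100% = blocking peptide control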
* marks the source's active call; other numbers are inactive results.

sPLA2-III inh | PLC-beta3 inh | SMILES | proKLK7 act | Rev-erbA mod | PLC-gamma1 inh | UHRF1 MBD2 ctr | Tn6 DDE FP | Tn7 DDE FP | ASAP1 GAP inh | ARFGAP1 inhibitor
9 | -6 | COc1ccc(C(=O)NCCCN2CCOCC2)cc1Br | 0.2 | 2 | 2 | 0 | -7 | 8 | 0 | -4
2 | -3 | CCOc1ncccc1C(=O)OCC(=O)NC(=O)c1ccccc1 | -0.1 | -1 | 3 | 0 | 1 | -5 | 0 | 0
-3 | -4 | CCOC(=O)c1cc(CC)sc1NC(=O)COC(=O)c1ccccn1 | 0.2 | 5 | 6 | -3 | 5 | 5 | -14 | 5
5 | -140 | Cc1cc(C)n2cc(COc3ccccc3)nc2n1 | 1.6 | 1 | -122 | 2 | 11 | 3 | -2 | 1
-2 | -15 | Cc1cc(SCc2cccc(Cl)c2)nc(=O)[nH]1 | 0.0 | -5 | 0 | 5 | 3 | 1 | 1 | 4
-7 | 4 | O=C1NC[C@H](c2ccccc2)N(CCCCC2CCCCC2)C1=O | -0.2 | 0 | 1 | -1 | 4 | -5 | -2 | 0
-22 | -5 | COc1ccc(Cc2nnc(NC(=O)Nc3cccc(OC)c3)s2)cc1 | -0.5 | 3 | 0 | -1 | -4 | -8 | -5 | 14
3 | -7 | COc1cc(C)ccc1OCc1cc(C(=O)NCCN2CCCC(O)C2)no1 (stereo not given) | -0.9 | -3 | 0 | 2 | 4 | -3 | 9 | 11
12 | -2 | Cc1ccc(NC(=O)CSc2nnc(Cc3csc(C)n3)o2)c(C)c1 | 0.1 | -1 | 3 | 3 | 2 | 1 | -4 | -5
8 | -12 | NC(=O)c1ccc(NCCc2ccco2)cc1 | -0.3 | 8 | -9 | -1 | -9 | 2 | 14 | 2
2 | -1 | Cc1occc1-c1nnc(SCC(=O)N2CCN(c3ccc(F)cc3)CC2)n1C | 0.4 | 2 | 0 | -4 | 7 | 0 | -1 | -3
-1 | -54 | CCN1CCN(CCNC(=O)c2ccc3c(c2)NC(=O)/C(=C\c2ccc(OC)c(OC)c2)S3)CC1 | 0.1 | 4 | -33 | -2 | -9 | -6 | 26* | 13
6 | -4 | N#Cc1ccc(CN2CCN(C(=O)c3cn(Cc4ccccc4)nc3-c3cccnc3)CC2)cc1 | -0.1 | 0 | 0 | 5 | -9 | -2 | 5 | 7
1 | -11 | COc1cccc(COC(=O)c2ccc3c(=O)n4c(nc3c2)CCC4)c1OC | 0.4 | 3 | -4 | -1 | 1 | -10 | 6 | 9
15 | -8 | N#CCCN(Cc1cccs1)C(=O)Nc1ccc(F)cc1 | 0.3 | -6 | 0 | 4 | 2 | 6 | -4 | -7
2 | 4 | COC(=O)CSc1nc(C)c(C)c(C)c1C(N)=O | 0.5 | 6 | 0 | 1 | 3 | 4 | 1 | -3
12 | 3 | CCOc1ccccc1NC(=O)C1=C(C)NC(=S)NC1c1cccs1 (stereo not given) | 0.3 | 7 | 5 | 0 | 1 | -4 | 0 | 11
-4 | -2 | COc1ccc(NC(=O)CN(c2ccccc2F)S(=O)(=O)c2ccc(C)cc2)cc1 | -0.5 | 2 | 5 | 4 | 0 | -5 | -10 | 1
2 | 0 | Cc1nn(Cc2ccc(F)cc2)c(C)c1NC(=O)CCCn1nc([N+](=O)[O-])cc1C | 0.1 | 0 | -1 | 5 | 6 | 0 | 11 | 3
3 | -2 | Cc1ccc(C)c2[nH]c(=O)c(CCNC(=O)C(C)(C)C)cc12 | -0.8 | -1 | -4 | 1 | 7 | 0 | -5 | -4
6 | -1 | O=C(CN1CCCc2ccccc21)Nc1ccc(F)cc1[N+](=O)[O-] | -0.3 | -6 | 0 | -1 | -2 | -4 | 12 | 2
5 | -231 | COc1cc(-c2nc3ccccn3c2/N=C/c2cccc(F)c2)ccc1O | -138 | 5 | -213 | -2 | -2 | -3 | -3 | -13
-1 | -8 | COc1ccc(OC(=O)C(C)N2C(=O)c3ccccc3C2=O)cc1 (stereo not given) | -0.3 | 1 | 3 | 3 | 0 | 0 | 7 | 0
-49 | -5 | COCCN1C(=O)c2[nH]nc(-c3ccccc3O)c2C1c1ccc(OC)cc1 (stereo not given) | -0.1 | -8 | 0 | 1 | 0 | 5 | -1 | -17
-5 | -4 | COc1ccc(CC(=O)Nc2ccc(S(=O)(=O)Nc3ncccn3)cc2)cc1 | -0.6 | 4 | -5 | 0 | -1 | 7 | -11 | 3
-6 | -3 | CSc1ccc(Cn2c(C)c(C(=O)NCc3ccc(F)cc3)sc2=O)cc1 | -0.2 | 7 | 2 | 3 | 5 | -1 | 21 | -5
3 | -4 | CCOC(=O)c1ccc(NC(=S)N2CCC(C(N)=O)(N3CCCCC3)CC2)cc1 | 0.4 | -2 | 3 | -2 | 13 | 4 | -11 | -1
-9 | -9 | O=C1CCCc2c1cc(C(=O)Nc1ccc(Br)cn1)c(=O)n2-c1ccccc1 | 0.3 | 1 | -5 | 0 | 1 | -6 | -2 | -2
-9 | -11 | Cc1sc2ncnc(SCC(=O)Nc3ccc(CN4CCCC4)cc3)c2c1C | 0.1 | -5 | 0 | -7 | -4 | 5 | 2 | -22
14 | 2 | COC(=O)c1sc2nc(SCc3cccc(F)c3)n(N)c(=O)c2c1C | -0.7 | 10 | 1 | -4 | -1 | 7 | 0 | -8

A few values from the results shown:
`Cc1sc2ncnc(SCC(=O)Nc3ccc(CN4CCCC4)cc3)c2c1C` @ PLC-gamma1 inh: 0
`COc1ccc(CC(=O)Nc2ccc(S(=O)(=O)Nc3ncccn3)cc2)cc1` @ PLC-gamma1 inh: -5

Returning to the listing, repeating the two entries before the break.
sPLA2-III inh | PLC-beta3 inh | SMILES | proKLK7 act | Rev-erbA mod | PLC-gamma1 inh | UHRF1 MBD2 ctr | Tn6 DDE FP | Tn7 DDE FP | ASAP1 GAP inh | ARFGAP1 inhibitor
-9 | -11 | Cc1sc2ncnc(SCC(=O)Nc3ccc(CN4CCCC4)cc3)c2c1C | 0.1 | -5 | 0 | -7 | -4 | 5 | 2 | -22
14 | 2 | COC(=O)c1sc2nc(SCc3cccc(F)c3)n(N)c(=O)c2c1C | -0.7 | 10 | 1 | -4 | -1 | 7 | 0 | -8
10 | 2 | Cn1nnnc1SCC(=O)Nc1ccccn1 | 0.6 | -1 | 2 | 6 | 5 | -5 | 1 | 1
1 | 1 | O=C(Nn1cnnc1)c1ccncc1 | -0.3 | -5 | 3 | -3 | 1 | -3 | 0 | 2
-5 | -97 | CC1=C(C(=O)Nc2ccccc2)C(c2ccc3c(c2)OCO3)C2=C(CCCC2=O)N1 (stereo not given) | 0.3 | 3 | -75 | -1 | 10 | 11 | 11 | -7
12 | 2 | O=C(CNC(=O)c1cccs1)c1ccc([N+](=O)[O-])cc1 | -0.3 | 1 | -1 | -2 | -1 | 6 | -3 | -4
-2 | 0 | N#Cc1c2c(c(-c3ccccc3)[nH]c1=O)CCCC2 | 0.1 | 3 | -4 | 0 | 5 | 7 | 2 | -1
-3 | 2 | O=C(NCc1ccco1)C1CCN(Cc2ccc(F)cc2)CC1 | 0.1 | -1 | -2 | 0 | 5 | 1 | 0 | 15
-5 | 0 | O=C(CSc1ccc(-c2ccc(F)cc2)nn1)NCc1ccco1 | 0.0 | -1 | 0 | -2 | -1 | 3 | 7 | 0
0 | 2 | C=CCNC(=O)/C(C#N)=C/c1ccc(C)o1 | -0.9 | -8 | 2 | -2 | 2 | 0 | 2 | 7
7 | 7 | COCCNS(=O)(=O)c1ccc(OCC(=O)OC)c(Cl)c1 | -0.5 | -2 | -37 | -2 | 3 | -2 | 3 | 0
1 | 0 | O=c1[nH]c(CSc2nnc3ccccn23)nc2ccccc12 | 0.2 | 11 | 4 | 3 | 2 | -1 | 3 | 2
0 | -1 | Cc1ccc(NC(=O)N2C(=O)C3(OCCO3)c3ccccc32)cc1 | -0.2 | -3 | -2 | 3 | 1 | 6 | -7 | 4
-10 | -1 | Cc1ccc(NS(=O)(=O)c2cccc(C(=O)N3CCCC(C)C3)c2)cc1 (stereo not given) | 0.1 | -2 | 1 | -4 | 3 | 2 | 2 | 2
20* | -7 | Cc1nn(-c2ccccc2)c(C)c1C(=O)OCC(=O)N(C)C1CCS(=O)(=O)C1 (stereo not given) | 0.3 | -1 | 1 | 6 | -6 | 2 | -2 | 8
8 | -5 | CC(Sc1nc2ccccc2o1)C(=O)O (stereo not given) | 0.4 | -9 | -2 | -2 | 8 | 7 | -7 | 5
-2 | -8 | COC(=O)C1=C(C)N(C)C(=S)NC1c1c(OC)ccc2ccccc12 (stereo not given) | -0.8 | 3 | 1 | 2 | 3 | -1 | -4 | 14
-4 | -3 | OC(CNCc1ccccc1)(c1ccccc1)c1ccccc1 | 0.3 | -1 | 5 | -1 | -3 | -10 | -6 | 1
8 | 4 | CCOC(=O)C1CCCN(S(=O)(=O)c2ccc(S(=O)(=O)N3CCCC3)cc2)C1 (stereo not given) | -0.1 | -3 | 4 | 4 | 3 | -9 | 4 | -1
3 | -5 | Cc1ccccc1-c1nnc(SCC(=O)NC2CCCC2)o1 | -0.1 | 0 | 0 | -2 | 3 | 11 | -4 | -5
-33 | -5 | O=[N+]([O-])c1cc(/C=N/O)ccc1Oc1cccc(Cl)c1 | -0.2 | 3 | 1 | -3 | 0 | 0 | 2 | -16
0 | -2 | Cc1cccc(C)c1NC(=O)CN(C)C(=O)c1ccccc1C(=O)N(C)Cc1ccccc1 | -0.2 | 3 | 0 | -2 | 0 | -1 | 10 | 13
4 | -4 | CCOC(=O)c1cc(CC)sc1/N=C/C1C(=O)CCCC1=O | -0.7 | -2 | -8 | 2 | 4 | 4 | 2 | -2
6 | -7 | CCOc1ccccc1N1CC(C(=O)Nc2cc(S(=O)(=O)N3CCOCC3)ccc2OC(C)C)CC1=O (stereo not given) | -0.2 | -3 | -2 | 2 | -7 | 1 | -6 | -3
-1 | 1 | O=C(CNC1CCCCC1)NN=C(c1ccccc1)c1ccccc1 | 0.1 | -3 | 1 | -2 | -3 | -2 | 9 | 3
-16 | 1 | O=C(NC(c1ccccc1)c1ccccc1)c1ccc(=O)[nH]n1 | 0.3 | 5 | 3 | 2 | -6 | -1 | -2 | 7
2 | -12 | Cc1cc2cc(C(c3nnnn3C(C)(C)C)N(Cc3ccco3)CC3CCCO3)c(=O)[nH]c2cc1C (stereo not given) | 0.2 | -2 | -10 | -4 | 7 | 6 | -15 | -7
-7 | 1 | COc1ccc(CCNC(=O)C(=O)NCC2OCCN2S(=O)(=O)c2ccc(Cl)cc2)cc1OC (stereo not given) | 0.2 | -9 | 3 | 1 | -3 | -4 | -9 | -7
13 | -4 | CCN(CC)S(=O)(=O)c1ccc(C2CNC(=O)C2)cc1 (stereo not given) | 0.3 | 2 | 5 | 3 | 3 | 3 | 6 | -1
-2 | -6 | CCOc1cccc(C(=O)Nc2ccc(S(=O)(=O)Nc3cc(C)on3)cc2)c1 | -0.4 | 6 | 2 | 1 | 2 | 3 | 1 | -4
